Screens (PubChem)
FEN1 inh: qHTS Assay for the Inhibitors of Human Flap endonuclease 1 (FEN1). Potency, µM (doses to about 114 µM), without a hit: top-dose activity change, negative = inhibition, most hits filed as inhibitors. P39748. 390,000 tested, 0.35% active. Recombinant FEN1 flap cleavage, fluorescence, 15 min; note: nearly all actives have a fitted effect of over 65% in size
Target sequence (P39748 whole entry, looked up): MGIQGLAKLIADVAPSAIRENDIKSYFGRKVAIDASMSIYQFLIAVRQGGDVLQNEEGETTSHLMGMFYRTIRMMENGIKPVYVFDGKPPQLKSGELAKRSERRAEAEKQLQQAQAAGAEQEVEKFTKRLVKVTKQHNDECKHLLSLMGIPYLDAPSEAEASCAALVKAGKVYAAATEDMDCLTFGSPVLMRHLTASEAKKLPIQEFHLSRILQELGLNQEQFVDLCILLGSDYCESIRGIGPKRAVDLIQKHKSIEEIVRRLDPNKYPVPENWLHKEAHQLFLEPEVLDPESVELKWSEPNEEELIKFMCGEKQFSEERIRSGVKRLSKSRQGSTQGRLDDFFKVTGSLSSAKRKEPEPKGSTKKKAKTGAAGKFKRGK
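Nuclease activity of 10 nM FEN1 was measured after 15 min of room-temperature exposure to titrated compounds, by adding 50 nM flap substrate and reading plates at 0 and 15 min.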
N370S GC: qHTS Assay for Inhibitors and Activators of N370S glucocerebrosidase as a Potential Chaperone Treatment of Gaucher Disease | Lysosomal acid glucosylceramidase (Homo sapiens), P04062 | Potency, µM (top dose mostly 59.4 µM), inactives show at the highest dose activity change, negative = inhibition, usual class: inhibitors | 330,000 tested, 0.092% active | AID 2101, 2009 | N370S GC spleen homogenate, 4MU-glucoside fluorescence;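 note: 0% = full enzyme activity and -100% = no enzyme basal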
TDP1 cell CPT: qHTS for Inhibitors of human tyrosyl-DNA phosphodiesterase 1 (TDP1): qHTS in cells in presence of CPT | 420,000 tested, 12% active | chicken DT40 Tdp1-/-;hTDP1 cells + 20 nM CPT, ATP luminescence, 48 h | Potency, µM (series often up to 46.2 µM), for the others: at the highest dose activity change, negative = growth inhibition, most hits filed as inhibitors; note: nearly all actives have a fitted effect of over 55% in size
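Chicken DT40 Tdp1-/- cells complemented with human TDP1, 400 cells/well, exposed to compounds plus 20 nM camptothecin for at least 48 h at 37 C; viability read as ATP content by CellTiter-Glo luminescence.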
Numbers without * were called inactive; ? = inconclusive; · = not tested or not shown; & = joins results of further samples; ! = not active in a repeat; [ ] = remark or other dose. Calls come from the whole dose curve; as a rule, active = well fitted curve in the direction sought with a large enough effect; inconclusive = small, poorly fitted or top-dose-only effect, or another doubt; inactive = no such curve, though single readings can be large; an effect the other way counts as inactive or inconclusive. Unless noted, % is set by controls: 0 for no effect and ±100 for the full control effect; potency is the fitted concentration of half-maximal effect.

SMILES | FEN1 inh | N370S GC | TDP1 cell CPT
Cc1ccc(C)c(S(=O)(=O)N2CCCC2CNC(=O)c2ccc([N+](=O)[O-])cc2)c1 (stereo unspecified) | -15% | 0% | -2%
CC(=O)Nc1ccc(-n2c(C)ccc2C)cc1 | -4% | 8% | ?
CCc1ccc(OCC(=O)NNC(=O)c2cnccn2)c(Br)c1 | 9% | 0% | 5.8µM*
CCN(CC)c1ccc(/C=N/Nc2nc(C)cc(=O)[nH]2)cc1 | -10% | 2% | ?
CC12CCC(C(=O)O)(c3nc4cc([N+](=O)[O-])ccc4nc31)C2(C)C (stereo unspecified) | -4% | 1% | 0%
CC1CCCCN1S(=O)(=O)c1ccc2c(c1)C(C)(C)C(=O)N2C (stereo unspecified) | -14% | -15% | -22%
O=C(CSc1ccc(Cl)cc1)NC1CCCc2ccccc21 (stereo unspecified) | 0% | 11% | -7%
O=C(Nc1ccc(C(=O)N2CCCCC2)cc1)c1ccc(Br)cc1 | -11% | 10% | -29%
CCOc1ccccc1CNC(=O)c1ccc2c(c1)N(Cc1ccc(C)cc1)CCS2 | -3% | · | 18µM*
Cc1cccc(NC(=O)C2C(C(=O)O)C3C=CC2C32CC2)c1C (stereo unspecified) | 1% | 9% | -13%
COc1ccc(CNC(=O)c2sc(=S)n(-c3ccccc3)c2N)cc1 | 1% | 11% | ?
O=C(c1ccccc1)C1CCc2occc2C1=O (stereo unspecified) | -2% | -9% | -10%
Cc1cc(C)c(C)c(S(=O)(=O)N(C)CCc2ccccn2)c1C | -8% | · | ?
S=C(c1ccc(N2CCCC2)cc1)N1CCCCC1 | -7% | 10% | 16µM*
CC(=O)Nc1ccc2nc(NC(=O)CS(=O)(=O)c3ccc(C)cc3)sc2c1 | -7% | · | -25%
COc1cccc(N2CC(NC(=O)c3ccc4c(c3)OCO4)CC2=O)c1 (stereo unspecified) | -6% | · | -1%
O=S(=O)(Nc1ccc(Cl)cc1)c1cccc(S(=O)(=O)c2ccc(Cl)c(Cl)c2)c1 | -7% | · | ?
Cc1ccc(-c2cc(C(=O)NCCCn3ccnc3)c3ccccc3n2)s1 | 13% | ? | -9%
COC(=O)Nc1nc2ccc(SC(C)C)cc2[nH]1 | 18% | 0% | 0.82µM*
O=C1CC(C(=O)Nc2ccc(F)cc2)n2cnnc2N1 (stereo unspecified) | 0% | 5% | 7%

The list continues.
SMILES | FEN1 inh | N370S GC | TDP1 cell CPT
N#Cc1cccc(S(=O)(=O)NNC(=O)C23CC4CC(CC(C4)C2)C3)c1 | 12% | · | -15%
CCCC1=NN(C(=O)Cc2ccc(OC)c(OC)c2)C(O)(C(F)(F)F)C1 (stereo unspecified) | 0% | -16% | -17%
N/C(=N\OC(=O)c1ccccc1Cl)c1ccccn1 | -15% | 2% | ?
COc1ccc(C2=CC(c3ccc(C)cc3)n3nnnc3N2)cc1 (stereo unspecified) | 13% | -17% | ?
Cc1cccc(OCC(=O)Nc2cccc(-c3nc4ccccc4s3)c2)c1 | -6% | · | ?
Cc1ccc(C(O)c2cccnc2)o1 (stereo unspecified) | -17% | 4% | 0%
COc1ccc2c(c1)c1c(c(=O)n(-c3ccccc3C)c(=O)n1CC(=O)NCc1ccc(C)cc1)n2C | -8% | · | 21µM*
COc1ccc(/C=C/c2c([N+](=O)[O-])c(=O)n(C)c(=O)n2C)c(OC)c1 | -2% | -6% | 12%
CC(C)C(=O)Nc1ncc(Cc2ccccc2Cl)s1 | -4% | -2% | 20%
COc1ccc(-c2c(=O)n(OC)c3ccccc3[n+]2[O-])cc1OC | -20% | -3% | 12µM*
CCCC(C)NC(=O)CN(c1ccc2c(c1)OCCO2)S(=O)(=O)c1ccccc1 (stereo unspecified) | 1% | -4% | -22%
CCn1c(SCc2ccc(C)cc2)nnc1-c1nn(-c2ccccc2)ccc1=O | -5% | 3% | -21%
CCOC(=O)C1=C(c2ccccc2)Nc2ncnn2C1c1cc(OC)ccc1OC (stereo unspecified) | 15% | 5% | -15%
CCn1c(NC(=O)c2ccco2)c(-c2ccccc2Cl)c(=O)c2ccccc21 | -9% | 2%[2.35 µM] | ?
CC(C)(O)C#Cc1ccc(C(=O)N2CCN(c3ccccc3)CC2)cc1 | 22% | 14% | ?
COc1cc(CCC(=O)Nc2ccc(C)c(S(=O)(=O)N3CCCCCC3)c2)cc(OC)c1OC | -24% | · | 10µM*
COc1ccccc1NC(=O)CSc1nnc(-c2ccco2)n1Cc1ccco1 | 1% | 10% | ?
COc1ccc(Cl)cc1-n1c(C)ccc1C | -6% | 6% | -18%
COc1ccc(C(=O)CN(C(=O)c2ccc(Cl)cc2)N2C(=O)C3CCCCC3C2=O)cc1 (stereo unspecified) | -6% | 6% | -17%
Cc1cc(=O)[nH]c(-c2ccc(C(F)(F)F)cc2)n1 | 19% | 3% | ?

Reformatted with values under each structure: 2 of the compounds above
Fields – FEN1 inh	N370S GC	TDP1 cell CPT
COc1ccc(Cl)cc1-n1c(C)ccc1C
    -6%	6%	-18%
COc1ccc(C(=O)CN(C(=O)c2ccc(Cl)cc2)N2C(=O)C3CCCCC3C2=O)cc1 (stereo unspecified)
    -6%	6%	-17%

Further compounds
SMILES | FEN1 inh | N370S GC | TDP1 cell CPT
Cc1cccc(OCC(=O)NCCNC(=O)c2cnccn2)c1 | 2% | 0% | -11%
Cc1ccc2c(c1)c1c(c(=O)n(-c3ccccc3C)c(=O)n1CC(=O)c1ccc(Cl)cc1)n2C | -3% | · | ?
Cc1cc(C)cc(NC(=O)COC(=O)c2cc(=O)[nH]c(=O)[nH]2)c1 | 1% | 6% | 4%
Cc1sc(N(C(=O)CCc2ccccc2)c2ccc(C(=O)O)cc2)nc1-c1ccccc1 | 12% | -11% | ?
O=c1cc(CSc2nnc(COc3ccccc3)o2)c2ccccc2[nH]1 | 4% | 22% | -19%
Cc1ccc(NC(=O)C2CCN(S(=O)(=O)c3ccc4c(c3)CCCC(=O)N4)CC2)cc1N(C)C | -5%&13% | -4% | ?
COc1ccc(C(C(=O)NC(C)(C)C)N(C(=O)CNC(=O)c2cccs2)c2ccc(C(C)C)cc2)cc1OC (stereo unspecified) | -16% | -15% | -11%
COc1ccc(NC(=O)Cn2nnc(C(=O)NCc3ccc4c(c3)OCO4)c2N)cc1 | -8%&0% | -25% | -4%&-10%
CC(=O)N(C(C)=O)c1nc(-c2ccccc2)cn1/N=C/c1ccccc1 | ? | 8% | ?
Cc1ccc(C(=O)N2CCc3cc(CNC(=O)CSc4ccccc4)ccc32)cc1 | -15% | · | 15µM*
CCOC(=O)N1CCC(N2CCCC(C(=O)c3cccc(OC)c3)C2)CC1 (stereo unspecified) | -1% | 2% | -19%
O=C(c1cc(C(=O)N2CCOCC2)c2nc3ccccc3n2c1)c1cc(Cl)cc(Cl)c1O | 11% | -7% | -16%
Cc1ccccc1C(=O)O | -13% | 15% | 3%
O=C(Nc1ccnn1C1CCN(Cc2cc(Cl)ccc2O)CC1)c1cccnc1 | -12% | 3% | ?
Cc1nnc2n(C)c(=O)c3c4c(sc3n12)COC(C)(C)C4 | 3% | · | 2%
Cc1ccc(C)n1-n1c(C)nc2scc(-c3ccccc3)c2c1=O | -20% | 3% | ?
COc1ccc(-n2ccnc2SCC(=O)Nc2ccc(F)cc2F)cc1 | 3% | · | ?
COc1ccc(OC)c(C2/C(=C(/O)c3ccccc3)C(=O)C(=O)N2Cc2ccco2)c1 (stereo unspecified) | 45µM* | 3% | 10%
Cc1cc(S(=O)(=O)Nc2c(C)nn(C)c2C)c(Cl)cc1Cl | 2% | -9% | -18%
Cc1ccc2nc(N3CCN(c4ccccc4)CC3)c(C=O)c(=O)n2c1 | -2% | 8% | 0%

The list continues:
SMILES | FEN1 inh | N370S GC | TDP1 cell CPT
N=c1c2c3c(sc2nc2n1CCCCC2)CCCCC3 | -16% | 5% | 23µM*
O=C(OCc1ccc(O)cc1)c1c(-c2ccsc2)oc2ccc(N3CCOCC3)cc12 | -6% | -3% | 18µM*
Cn1cccc1C(=O)N1CCC2(CC1)CN(Cc1ccc(C#N)cc1)C2 | · | -11% | 0%
Cc1nn(-c2nnc(NCc3ccccc3)nn2)c(C)c1Br | -3% | -18% | ?
CCOc1ccc(NC(=O)c2cnc(N3CCCCC3)c3ccccc23)cc1 | -24% | · | 21µM*
O=C(N/N=C\c1cccnc1)c1cc(-c2ccccc2)nc2c(Cl)cccc12 | ? | 5% | 10µM*
COn1c(-c2ccc(Cl)cc2Cl)nc2ncccc21 | -3% | 2% | -23%
CCOC(=O)OCC(=O)C1(O)CCC2C3CCC4=CC(=O)CCC4(C)C3C(O)CC21C (stereo unspecified) | -2% | · | -28%
Cc1ccc(S(=O)(=O)N2C[C@@H]3c4ccccc4N(S(=O)(=O)c4ccc(C)cc4)[C@@H]3[C@@H](C)C2CC(=O)c2ccccc2)cc1 (stereo partly specified) | 1% | · | 4%
O=C(c1ccc2c(c1)CCN2S(=O)(=O)c1ccccc1)N1CCN(c2ccc(F)cc2)CC1 | 7%&6% | 5% | 23µM*
COCCCNC(=O)CSc1nc2ccccc2c(=O)n1CCc1ccc(S(N)(=O)=O)cc1 | -12% | -6% | ?
CC(=O)c1sc2nsc(SCCN3CCCC3)c2c1N | -5% | 29% | 26µM*
COC(=O)c1sccc1NC(=O)c1c(Cl)cnn1C | -7% | -1% | -17%
c1coc(-c2ccnc3ncnn23)c1 | -4% | 2% | -8%
COc1ccc(S(=O)(=O)N2CCOC2CNC(=O)C(=O)NCCCc2ccccc2)cc1 (stereo unspecified) | 9% | -3% | ?
O=C(O)c1ccc(Nc2cccc(F)c2)c([N+](=O)[O-])c1 | -5% | -17% | 25%
Cc1cc(NC(=O)c2cc(-c3cccc(OCC(C)C)c3)nc3ccccc23)no1 | 0% | 1% | ?
O=C(N/N=C/c1sc(=O)[nH]c1-[n+]1ccc2ccccc2c1)c1ccccc1[O-] | -25% | 7% | 1%
COc1ccccc1C(=O)c1ccccc1C(=O)c1ccccc1 | 14% | · | ?
N#C/C(=C\c1ccccc1OCC(=O)O)c1nc2ccccc2[nH]1 | -5% | -5% | -13%

Full records, looked up by structure.
N#C/C(=C\c1ccccc1OCC(=O)O)c1nc2ccccc2[nH]1 across the screens: FEN1 inh = -5%; N370S GC = -5%; TDP1 cell CPT = -13%
c1coc(-c2ccnc3ncnn23)c1 across the screens: FEN1 inh = -4%; N370S GC = 2%; TDP1 cell CPT = -8%

(cont.)
SMILES | FEN1 inh | N370S GC | TDP1 cell CPT
Nc1nc(Br)c2ccccc2c1-c1ccccc1 | 6% | ? | -10%
Oc1ccc2ccccc2c1C=NCc1ccccc1 | -25% | ? | ?
Cc1ccccc1NC(=O)C1C2CCC(O2)C1C(=O)O (stereo unspecified) | 0% | 3% | -2%
CSc1nnc(C(C)(C)C)c(=O)n1/N=C/c1ccc(Cl)cc1 | -5% | 4% | -4%
CNC(=O)CCCCCNS(=O)(=O)c1ccc(C)cc1 | 3% | 0% | ?
COc1ccccc1CNC(=O)COc1ccccc1C | -4% | 16% | 19%
COc1ccccc1Cc1nc2ccccc2[nH]c1=O | -3% | · | 4%
CCOC(=O)[C@H]1[C@H]2COc3ccc(OC)cc3[C@@H]2N2C(=O)CN(Cc3ccc(OC)cc3)C(=O)[C@@]12C | 3% | · | ?
O=C(O)COCC(=O)Nc1ccccc1-c1ccccc1 | -6% | 7% | 17%
N#CC1=C(N)OC2=C(C(=O)CCC2)C1C1CC=CCC1 (stereo unspecified) | 13% | ? | -6%
Cc1c(NC(=O)C(C)OC(=O)CC2CC3CCC2C3)c(=O)n(-c2ccccc2)n1C (stereo unspecified) | -18% | -10% | 2%
O=C(NCC1CCCO1)c1cc(-c2ccncc2)nc2ccccc12 (stereo unspecified) | 2% | -11% | -10%
CCCN(CCC)C(=O)Cn1nnc2sc(-c3ccccc3)cc2c1=O | 2% | · | -3%
CN(c1ncnc(N)c1[N+](=O)[O-])C1CCS(=O)(=O)C1 (stereo unspecified) | 4% | -20% | ?
Cc1ccc(C(=O)NNC(=O)Cn2ccc(C(F)(F)F)n2)o1 | -3% | -7% | 10%
Nc1ncnc2c1ncn2C1OC(CO)C(O)C1O (stereo unspecified) | -11% | -5%&12%&6% | 1.3µM*!
O=S(=O)(c1cccc(Br)c1)N1CCN(CCc2ccccc2)CC1 | 10% | -5% | ?
O=C(Nc1cc2c(cc1Br)OCCO2)c1cccs1 | 2% | -18% | -22%
N#C/C(C(=O)NCc1ccco1)=C1/SC=C(c2ccccc2)N1c1ccccc1 | 13% | ? | -24%
CCCCc1c(O)nc(SCC(=O)N2CCCCCC2)[nH]c1=O | 14% | 4% | -17%
CC(=O)Nc1cccc(NC(=O)c2cccc(-c3ccc(O)cc3)c2)c1 | -15% | -19% | ?

A portion of the library; the hit share may differ from the screen's.
